Screening data: PubChem, Sanford-Burnham Center for Chemical Genomics
CXCR6 inh: inhibitors of human CXCR6 receptor; O00574; 360,000 tested, 0.36% active; inhibition, % at 20 µM; CHO-K1 PathHunter CXCR6 beta-arrestin, luminescence; in the data active means inhibition above about 34%, passing the limit was not always enough;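 further: antagonist mode with CXCL16 agonist at 10 nM final; 0% = 10 nM CXCL16 with DMSO and 100% = unstimulated wells without agonist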
Gli-Sufu antag: antagonists of Gli-Sufu signaling. inhibition, % at 5 µM. Sufu-KO-LIGHT fibroblasts, Gli luciferase reporter luminescence. 340,000 tested, 0.74% active;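 active means inhibition above about 55%, limit read from the data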;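 further: 0% = DMSO-treated cells and 100% = wells with medium but no cells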
697 NFkB inh: lowers PMA/ionomycin-induced NF-kB signal in 697 B cells; 697 B-cell NF-kB luciferase reporter, 16 h; inhibition, % at 4 µM; 330,000 tested, 0.33% active; in the data active means inhibition above about 35%
CCR6 antagonist: antagonists of human CCR6 receptor; P51684; CHO-K1 CCR6 PathHunter beta-arrestin, luminescence, CCL20-stimulated; inhibition, % at 20 µM; 340,000 tested, 0.49% active;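 active means compounds whose inhibition of the agonist-driven luminescence signal at 20 µM reaches about 50%, limit read from the data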;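 further: cells stimulated with CCL20 at 14 nM final; plate controls were DMSO with CCL20 for no effect and DMSO without agonist for full effect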
Target sequence (P51684 whole entry, looked up): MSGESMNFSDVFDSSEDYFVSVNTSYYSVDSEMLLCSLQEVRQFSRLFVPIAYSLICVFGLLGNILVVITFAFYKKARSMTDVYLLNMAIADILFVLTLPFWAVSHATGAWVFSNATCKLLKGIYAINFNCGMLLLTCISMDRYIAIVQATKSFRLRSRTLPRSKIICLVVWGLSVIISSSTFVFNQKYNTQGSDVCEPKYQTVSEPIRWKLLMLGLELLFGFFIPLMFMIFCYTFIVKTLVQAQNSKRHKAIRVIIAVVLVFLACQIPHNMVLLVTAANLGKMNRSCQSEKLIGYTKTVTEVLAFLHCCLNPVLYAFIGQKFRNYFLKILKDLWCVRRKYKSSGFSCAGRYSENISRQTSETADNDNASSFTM
Jurkat NFkB inh: lowers PMA/ionomycin-induced NF-kB signal in Jurkat cells; PMA/ionomycin-induced NF-kB luciferase reporter, luminescence; inhibition, % at 4 µM; 330,000 tested, 0.53% active; AID 435003; in the data active means inhibition above about 50%
APJ antag: antagonists of human APJ apelin receptor; P35414; CHO-K1 APJ beta-arrestin complementation, luminescence; AID 2521; 330,000 tested, 0.32% active; inhibition, % at 20 µM;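 active means inhibition above about 40% at 20 µM, limit read from the data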;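 further: cells challenged with 10 nM apelin-13 agonist together with compound; plate controls were apelin-13 plus DMSO wells for no effect and DMSO wells lacking apelin-13 for full effect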
EBI2 block: EBI2 (human) antagonism; P32249; EBI2 beta-arrestin recruitment, luminescence, 7a,25-OHC stimulated; inhibition, % at 5 µM; 360,000 tested, 0.81% active; in the data active means inhibition above about 38%;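 further: enzyme fragment complementation signal reports receptor beta-arrestin coupling in cells; 0% = agonist plus DMSO wells and 100% = wells without agonist; some results beyond the cut were filed as inactive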
Target sequence (P32249 whole entry, looked up, the tested form may be a part): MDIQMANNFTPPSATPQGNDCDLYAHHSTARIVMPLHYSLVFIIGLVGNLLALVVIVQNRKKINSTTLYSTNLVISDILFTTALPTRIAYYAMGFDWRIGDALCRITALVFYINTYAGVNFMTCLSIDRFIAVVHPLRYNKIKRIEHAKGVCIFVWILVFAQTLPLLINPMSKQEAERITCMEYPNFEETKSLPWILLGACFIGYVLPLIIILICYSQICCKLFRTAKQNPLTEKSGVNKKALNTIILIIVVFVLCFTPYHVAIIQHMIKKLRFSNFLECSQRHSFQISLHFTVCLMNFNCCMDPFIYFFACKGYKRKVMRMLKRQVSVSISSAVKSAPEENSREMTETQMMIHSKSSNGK
UBC13 polyUb: human UBC13 polyubiquitination inhibition; P61088; AID 485273; inhibition, % at 20 µM; UBC13 polyubiquitin chain formation, TR-FRET; 330,000 tested, 0.47% active; in the data active means inhibition above about 45%, passing the limit was not always enough
Target sequence (P61088 whole entry, looked up): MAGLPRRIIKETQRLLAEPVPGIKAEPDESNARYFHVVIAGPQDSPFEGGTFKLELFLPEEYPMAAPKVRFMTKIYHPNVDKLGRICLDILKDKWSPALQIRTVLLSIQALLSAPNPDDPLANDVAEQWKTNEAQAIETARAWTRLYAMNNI
Starred values were filed as active, the others as inactive; / = no result given.

SMILES	CXCR6 inh	Gli-Sufu antag	697 NFkB inh	CCR6 antagonist	Jurkat NFkB inh	APJ antag	EBI2 block	UBC13 polyUb
COc1ccccc1OCCOc1ccc(/C=N/n2cnnc2)cc1	-14	-1	13	6	14	-8	-1	10
O=[N+]([O-])c1ccc(CNC2CCCc3ccccc32)cc1 (stereo unspecified)	-1	20	4	10	-2	-6	-2	2
COc1ccc2c(c1)cc1n2CCN=C1N	-4	-11	-13	-9	-8	0	-4	-1
OC1(c2ccccn2)COc2ccccc2O1 (stereo unspecified)	1	8	9	-3	-14	-16	-4	0
COc1cccc(CC(=O)Nc2nc(-c3ccc(F)c(F)c3)cs2)c1	-13	44	20	6	24	-15	-2	6
CC(C)(C)OC(=O)NCCCCCNC(=O)c1[nH]cnc1C(=O)N[C@@H](Cc1ccccc1)C(=O)OC(C)(C)C	-2	-7	-21	-4	-9	-15	0	-42
CC(C)CCN1C(=O)CCC1(C)C(=O)NC1CCCCCC1 (stereo unspecified)	-4	5	6	-5	-12	2	1	2
Cc1ccc2c(Cl)c(C(=O)Nc3ccc4c(c3)OCO4)sc2c1	-7	-60	-114	2	-79	-2	1	-7
O=C(NCC(c1ccc(F)cc1)N1CCOCC1)c1ccc(-c2ccccc2)cc1 (stereo unspecified)	5	5	-1	6	6	-24	10	21
O=C(Nc1ccc(S(=O)(=O)NC2=NCCCCC2)cc1)c1ccc(Cl)c([N+](=O)[O-])c1	5	1	15	5	7	-3	-4	11
CCOc1ccc(C(C(=O)NCC2CCCO2)N(CCc2cccc(C)c2)C(=O)c2snc(C(N)=O)c2N)cc1 (stereo unspecified)	2	-17	6	-6	-7	-9	9	13
C[C@]12c3[nH]c4cc(-c5ccco5)ccc4c3CCN1C(=O)[C@@H](CC(=O)NCc1ccco1)C[C@@H]2C(=O)N1CCCCC1	-3	5	-18	21	/	/	24	/
COc1ccc(C(=O)Nc2ccccc2C(=O)NCc2ccco2)cc1	8	-1	13	25	-7	15	5	6
O=C(COC(=O)c1ccccn1)Nc1ccccc1Cl	-3	-5	1	7	-5	8	-4	-11
O=C(Nc1ccc(NC(=O)c2ccc3c(c2)OCO3)cc1)c1cccc(Cl)c1	4	6	19	7	-19	-20	-9	-18
O=C(NCC(=O)N1CCCCCCC1)c1cccc([N+](=O)[O-])c1	-5	-7	17	12	-13	12	-8	2
CN(C(=O)Cc1c(C(=O)O)n(C)c2ccccc12)c1ccc(Cl)cc1	-5	10	23	-4	3	6	-7	-1
CN(C)C(CNC(=O)CCNC(=O)c1ccc(Cl)cc1)c1ccco1 (stereo unspecified)	-10	-3	1	-3	10	-12	6	-1
CC(Sc1nnc(-c2ccncc2)n1-c1ccc(F)cc1)C(=O)NC1CC1 (stereo unspecified)	3	5	24	7	3	-39	-1	-15
COc1cc2c(cc1OC)C1c3ccc(OC)c(OC)c3OCC1(O)C2 (stereo unspecified)	-5	2	/	2	/	/	5	/
O=C(O)C1(c2cccc(Cl)c2)CCC1	-3	-4	14	-22	-3	-6	-9	4
Nc1nc(Cl)cc(Sc2ccc3ccccc3c2)n1	-10	-1	-6	14	24	7	28	0
CC(C)n1c(O)c(N=Nc2ccc(Cl)nn2)c2ccccc21	-6	20	-16	6	8	0	5	-13
COc1ccccc1NCCC(=O)OCC(=O)Nc1cc([N+](=O)[O-])ccc1F	2	5	-6	12	7	-5	-3	19
COc1ccc(Br)cc1/C=N/NC(=O)c1cc(Br)ccc1O	/	/	3	/	0	2	/	-6
O=C(Nc1ccc(OC(F)(F)C(F)F)c(NC(=O)c2cccc(F)c2)c1)c1cccc(F)c1	-6	1	-56	-19	-60	1	8	3
CCOC(=O)N1CCC(NS(=O)(=O)c2ccc3c(c2)C(C)(C)C(=O)N3C)CC1	-1	7	0	0	4	3	-7	5
Cn1c(Cn2c(=O)sc3ccccc32)nnc1SCC(=O)NCc1ccccc1Cl	7	-2	16	12	-5	10	-2	12
CCOC(=O)C(C(=O)Cc1ccccc1)c1ccccc1 (stereo unspecified)	-7	-2	/	15	/	/	0	/
Cn1c(=O)c(Oc2ccc(Cl)cc2)c(O)c2ccccc21	-11	-17	7	10	-9	-14	3	8
COC(=O)c1c(C)[nH]c(C)c1C(=O)c1ccccc1Cc1ccccc1	-3	-1	6	7	-2	-4	4	4
CCOC(=O)c1[nH]c2ccc(OC)cc2c1NC(=S)N1CCN(c2ccccn2)CC1	4	-6	28	4	-8	22	-1	-3
COc1cc([C@@H]2OC[C@@H]3[C@H]2CO[C@@H]3c2ccc3c(c2)OCO3)ccc1O	0	-5	-3	1	0	-1	14	-1
COC(=O)c1nn(-c2ccccc2)c(Cl)c1/C=N/OCc1ccc(Cl)cc1Cl	2	5	14	17	7	8	16	2
COc1cc(/C=C2/SC(=S)N(CCC(=O)Nc3ccc(C(=O)O)cc3)C2=O)cc(OC)c1OC	9	-8	15	19	-7	-2	-9	-22
CCC(Oc1ccccc1)C(=O)N1CC(C)CC(C)C1 (stereo unspecified)	-1	13	-5	-2	11	16	-5	3
CCCn1c(=O)c(C(=O)N/N=C/c2ccc(F)cc2)c(O)c2ccccc21	4	-3	-40	4	11	-19	-3	-10
O=C(NCCN1C(=O)S/C(=C\c2ccccc2Cl)C1=O)C1=COCCO1	-15	10	-35	9	21	-32	-7	-4
CCOCCCNC(=O)c1ccc(N2CC3CC(C2)c2cccc(=O)n2C3)c(NC(=O)Nc2cccc(OC)c2)c1 (stereo unspecified)	1	12	3	7	-1	0	1	-5
COC(C(=O)Nc1ccc(Cl)cc1C)c1ccccc1 (stereo unspecified)	-1	5	-23	19	37	-3	6	-7
Cc1ccccc1C(=O)OC1CCN(C)CC1	9	23	-5	9	-10	-2	-16	0
O=C(c1cc2ccccc2o1)n1nnc2ccccc21	-1	1	23	7	14	14	-11	9
CCCC(=O)C1=C(O)C(C(=O)OC)C(C)(C)CC1=Nc1ccc(N)cc1 (stereo unspecified)	2	7	10	7	6	-9	-6	-2
O=C(O)c1ccccc1C(=O)Nc1ccc(S(=O)(=O)Nc2nccs2)cc1	-2	-1	1	10	-14	14	3	4
O=C(N/N=C/c1ccc(O)cc1)/C(=C/c1ccccc1)CCO	-2	1	-29	-3	-38	-65	1	-6
FC(F)(F)c1cccc(NC(=S)NNC(=S)NCc2ccccc2)c1	12	/	-29	9	2	22	27	-37
CC(=O)c1ccc(NC(=O)C2CCN(S(=O)(=O)c3cccc4cccnc34)CC2)cc1	0	1	11	-1	15	-13	-4	5
O=C(Nc1ccc2ccccc2c1)/C(=C\c1ccc2c(c1)OCO2)NC(=O)c1ccco1	5	17	16	14	16	-2	10	0

Copied from the list.
In CCR6 antagonist, O=C(Nc1ccc2ccccc2c1)/C(=C\c1ccc2c(c1)OCO2)NC(=O)c1ccco1 has 14
In APJ antag, O=C(N/N=C/c1ccc(O)cc1)/C(=C/c1ccccc1)CCO has -65

The listing continues:
SMILES	CXCR6 inh	Gli-Sufu antag	697 NFkB inh	CCR6 antagonist	Jurkat NFkB inh	APJ antag	EBI2 block	UBC13 polyUb
Cc1ccc(NC(=O)CN2C(=O)C3CCCCN3C(=O)c3ccccc32)cc1 (stereo unspecified)	6	4	-5	0	-5	4	-6	-1
CCOC(=O)c1c(NC(=O)C2C3C=CC(CC3)C2C(=O)O)sc(C)c1CC (stereo unspecified)	-5	1	1	-4	9	-7	1	12
O=C1c2ccccc2S(=O)(=O)N1CC(O)COc1ccc(Br)cc1 (stereo unspecified)	-12	0	15	17	1	-18	24	8
N#Cc1ccc(CSCC(=O)O)cc1	-2	-1	7	-5	6	-3	2	6
c1cncc(CSc2nnc3ccc(-c4ccncc4)nn23)c1	4	-7	12	-7	2	0	-8	9
[N-]=[N+]=NC[C@H](Cc1ccccc1)N1CCN(Cc2ccccc2)CCC1=O	0	30	18	16	-1	8	-8	-2
Cc1ccc(SCc2nc3ncccn3c2Br)cc1	-10	-19	-17	-3	-17	8	-8	6
O=S(=O)(c1cccc(NC(=S)N2CCN(c3ccc(F)cc3)CC2)c1)C(F)F	-8	9	-18	-3	11	5	-3	0
COc1ccc(N(CC(=O)NCCc2ccccc2)C(=O)CCC(=O)Nc2ccccn2)cc1	6	17	8	6	15	13	-6	3
CCOC(=O)c1c(NC(=S)Nc2ccccc2)sc2c1CCN(C)C2	4	0	-16	19	2	1	-3	-6
COc1ccc(NC(=O)c2ccc(COc3ccc(C)cc3)o2)cc1	-14	-44	-65	9	-11	9	-1	3
Cc1cccc(NC(=O)COC(=O)c2ccc(S(=O)(=O)N3CCCCCC3)cc2)c1	2	-6	15	12	-10	23	-3	-3
CCOc1ccccc1N1Cc2ccccc2C1	6	-2	9	-6	3	-13	-6	1
COC(=O)c1ccccc1NC(=O)CN(C1CCCCC1)S(C)(=O)=O	3	7	-13	15	-11	-12	-3	0
CC(C)Cn1c(-c2ccc(Br)cc2)c[nH]c1=S	24	5	-14	-1	-6	0	-9	-4
CC[C@]12c3[nH]c4ccc(Cl)cc4c3CCN1C(=O)[C@@H](CC(=O)NCCCN(C)C)C[C@@H]2C(=O)N1CCN(C(=O)c2ccco2)CC1	2	-5	-6	6	/	/	-10	/
CCN(CC1CCCO1)C(=O)c1cc(COc2cc(C)c(Cl)c(C)c2)on1 (stereo unspecified)	3	-52	-103	19	-82	9	3	-3
CC(C)(C)NC(=O)NC(=O)CSc1nnc(-c2ccccc2F)n1N	1	-5	-3	-15	8	9	-15	-2
O=C(O)CCn1c(=O)[nH]c(=O)n(CCC(=O)O)c1=O	-1	-6	-4	10	4	-5	-8	4
Cc1ccc(CN(C(=O)Cn2nnc3ccccc32)C(C(=O)NCc2ccco2)c2ccc(C)o2)cc1 (stereo unspecified)	13	-21	9	9	-8	27	10	-7
COc1ccc(CN2CCC(N(CCc3ccccc3)Cc3ccccc3)CC2)c(OC)c1	6	24	-11	13	8	5	10	6
CCc1cccc(C)c1NC(=O)C1CC=CCC1C(=O)O (stereo unspecified)	-7	-3	15	8	10	6	-13	4
CC1CCCCC1NC(=O)Cn1ncc2ccccc21 (stereo unspecified)	4	1	-18	3	-6	-16	5	-12
CC1(C)O[C@@H]2[C@H](O1)[C@@H](CO)O[C@H]2n1cnc2c(=O)[nH]cnc21	-4	-3	9	-5	-4	4	-8	-7
Cc1ccccc1-n1cc(CNC(=O)CC2C(=O)NCCN2C/C=C/c2ccccc2)cn1 (stereo unspecified)	6	22	19	-1	-5	14	-1	6
O=C(Nc1cc(C(F)(F)F)ccc1Cl)C(Sc1cccc[n+]1[O-])c1ccccc1 (stereo unspecified)	7	11	-11	-10	3	-2	7	-4
CC(=O)N=c1c(C#N)cc2c(=O)n3cccc(C)c3nc2n1CCCOC(C)C	9	-2	-29	6	2	2	-1	-17
CCOC(=O)C1Oc2ccccc2C(c2ccc(C)cc2)=C1C(=O)OC (stereo unspecified)	25	-8	15	40	/	/	10	/
CCCNC(=O)c1ccc(N2CCC3(CC2)CC(c2cccc(Br)c2)=NO3)c(NC(=O)c2cccc(OC)c2)c1	11	5	20	12	11	10	11	-15
O=C(Nc1ccc(N2CCOCC2)c(F)c1)c1ccncc1	-1	0	16	-18	3	8	-13	4
Cc1ccc(C)c(-n2ccnc2SCC(=O)O)c1	2	-97	11	-12	18	9	-11	2
COc1ccnc2c1c(=O)n(Cc1ccc(Cl)cc1)c(=O)n2C	-1	2	-17	15	5	9	-8	71*
CC(=O)c1c(C)[nH]c(C(=O)OCC(=O)c2c(N)n(C)c(=O)n(C)c2=O)c1C	/	/	-22	/	-14	3	/	-5

Compound profiles (already shown). Values in the order: CXCR6 inh, Gli-Sufu antag, 697 NFkB inh, CCR6 antagonist, Jurkat NFkB inh, APJ antag, EBI2 block, UBC13 polyUb
Cc1ccc(C)c(-n2ccnc2SCC(=O)O)c1 is listed with 2, -97, 11, -12, 18, 9, -11, 2
O=C(Nc1ccc(N2CCOCC2)c(F)c1)c1ccncc1 is listed with -1, 0, 16, -18, 3, 8, -13, 4
O=C(Nc1cc(C(F)(F)F)ccc1Cl)C(Sc1cccc[n+]1[O-])c1ccccc1 (stereo unspecified) is listed with 7, 11, -11, -10, 3, -2, 7, -4
CCOC(=O)C1Oc2ccccc2C(c2ccc(C)cc2)=C1C(=O)OC (stereo unspecified) is listed with 25, -8, 15, 40, /, /, 10, /
